Compound activity as filed in PubChem BioAssay.
RAM inhibit: yeast RAM network inhibition; S. cerevisiae dse1pr::URA3 reporter, 5-FOA growth OD615, 2 d; analog-sensitive cbk1-as2 kinase mutant strain; inhibition, % at 50 µM; 1.8% of 190,000 active; AID 868;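 active means inhibition above a set limit, 3 SD over mean compound inhibition, cut at about 8.4% in these data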;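 further: 0% = DMSO-only wells with no growth and 100% = 10 µM 1-NA-PP1 full growth; inhibition rescues growth on 5-FOA so higher OD means more RAM inhibition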
TNAP inh hiacc: inhibitors of human TNAP at high phosphate acceptor concentration. P05186. purified TNAP, CDP-star luminescence, 1 M DEA. inhibition, % at 20 µM. 0.03% of 200,000 active. AID 1135;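 active means over 50% inhibition of tissue-nonspecific alkaline phosphatase at 20 µM in the single-dose screen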;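 further: plate controls were DMSO wells for no effect and EDTA-quenched wells as full inhibition for full effect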
Target sequence (P05186 whole entry, looked up): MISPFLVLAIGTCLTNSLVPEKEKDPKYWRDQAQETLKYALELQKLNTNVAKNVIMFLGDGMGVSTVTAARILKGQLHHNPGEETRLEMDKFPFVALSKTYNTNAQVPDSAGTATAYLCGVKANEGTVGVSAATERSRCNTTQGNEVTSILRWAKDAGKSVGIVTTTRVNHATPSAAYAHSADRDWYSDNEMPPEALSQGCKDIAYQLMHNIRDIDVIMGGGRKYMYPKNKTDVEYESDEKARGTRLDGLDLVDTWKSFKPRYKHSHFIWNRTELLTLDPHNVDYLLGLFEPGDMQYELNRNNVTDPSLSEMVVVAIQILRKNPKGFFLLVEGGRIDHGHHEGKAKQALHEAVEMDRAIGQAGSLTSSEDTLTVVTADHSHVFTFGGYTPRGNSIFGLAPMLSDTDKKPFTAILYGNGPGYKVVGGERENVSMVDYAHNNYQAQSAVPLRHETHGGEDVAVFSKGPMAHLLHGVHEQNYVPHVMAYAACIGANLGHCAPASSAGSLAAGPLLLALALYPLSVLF
Lmaj promast: inhibitors of Leishmania major promastigote growth. inhibition, % at 10 µM. AID 1063. Leishmania major promastigotes, resazurin fluorescence viability. 9% of 200,000 active; in the data active means inhibition above about 50%;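 further: promastigotes grown with compound for 44 hours at 28 °C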
FLuc inh counter: inhibits firefly luciferase, flagging false hits in luciferase inhibition screens | ATPLite firefly luciferase biochemical luminescence, 10 min | AID 1006 | P08659 | inhibition, % at 10 µM | 1.5% of 200,000 active;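 active means inhibition above about 50% when tested at 10 µM, limit read from the data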
FLuc act counter: affects firefly luciferase, flagging false hits in luciferase stimulation screens. 200,000 tested, under 10 active. P08659. activation factor at 10 µM. ATPlite luciferase biochemical, luminescence, 10 min; 0 = ATP-free wells, 1 = DMSO control;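 active means luciferase activation factor, scaled between plate controls, of at least 2 with compound at 10 µM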
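System: Luciferase/luciferin detection reagent, cell-free biochemical luciferase assay | Medium: PBS buffer for ATP | Dosing: Test compounds dosed from 2 mM stocks in 100% DMSO | Timing: 10 min at ambient temperature | Signal: Luminescence measurement of luciferase light output | Evaluation: Luciferase activation, seen as luminescence increase over controls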
APP transl inh: APP translation inhibition | AID 1285 | inhibition, % at 2 µM | SH-SY5Y APP 5'UTR-luciferase reporter, luminescence | 0.82% of 190,000 active;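 active means inhibition above a set limit, derived from the sample mean plus 3 SD, cut at about 45% in these data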; further: values of inactives mirror those of a sister screen read the other way
TNAP act hiacc: activators of human TNAP at high phosphate acceptor concentration; 200,000 tested, under 10 active; activation factor at 20 µM; purified TNAP, CDP-star luminescence, 1 M DEA, 30 min; hits give high values; 0 = EDTA background, 1 = DMSO-only activity; AID 1136; P05186;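 active means activation factor at least 2 at 20 µM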
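Dosing: 20 µM single point. System: human TNAP. Amount: TNAP 1/800 final. Incubation: 30 min, room temperature. Read-out: TNAP activation factor scaled between EDTA and DMSO control wells. Signal: luminescence from CDP-star hydrolysis. Medium: 1 M DEA, pH 9.8, Mg2+, Zn2+. Control set: EDTA negative control, DMSO positive control.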
TNAP inh no acc: blocks human TNAP activity with no phosphate acceptor present | AID 1012 | purified TNAP, CDP-star luminescence, 30 min | 0.26% of 200,000 active | inhibition, % at 20 µM | P05186;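 active means tissue-nonspecific alkaline phosphatase inhibition above about 50% at 20 µM in the single-dose screen, limit read from the data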;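 further: 0% = DMSO negative control and 100% = EDTA positive control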
bIAP inh: intestinal alkaline phosphatase (bovine) inhibition | purified bovine IAP, CDP-star luminescence, 30 min | inhibition, % at 20 µM | 190,000 tested, under 10 active | AID 1019;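 active means over 50% inhibition of intestinal alkaline phosphatase at 20 µM in the single-dose screen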
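test system = bovine IAP enzyme | medium = DEA buffer 100 mM, pH 9.8, with MgCl2 1.0 mM, ZnCl2 0.02 mM | detection = luminescence | dosing = single compound dose of 20 µM, 2% DMSO final | incubation = 30 min reaction at room temperature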
bIAP activator: intestinal alkaline phosphatase (bovine) activation; activation factor at 20 µM; purified bovine IAP, CDP-star luminescence, 30 min; hits give high values; fold of DMSO-control signal, blank-subtracted; 0.17% of 200,000 active; AID 1016;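 active means activation factor of 2 or more at 20 µM, a signal rise over negative controls twice the positive control's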
An asterisk follows results filed as active; / = no result given.

The opening 6 entries, ahead of the listing:
SMILES	RAM inhibit	TNAP inh hiacc	Lmaj promast	FLuc inh counter	FLuc act counter	APP transl inh	TNAP act hiacc	TNAP inh no acc	bIAP inh	bIAP activator
CCN(CC)c1ccc(/C=C(\C#N)c2nc(-c3cccs3)c(NC(C)=O)s2)cc1	7.5	39	10	-6	1.1	-25	0.6	38	-27	1.3
CN(C)CCNC(=O)CCCNC(=O)Cn1cnc2sc3c(c2c1=O)CCCC3	-0.9	-1	-4	-5	1	10	1	-10	2	1
COc1cccc(NC(=O)COC(=O)C2CCN(S(=O)(=O)c3cccs3)CC2)c1	2.1	-1	15	0	1	-21	1	0	0	1
COc1ccc(C2NC(c3ccc(OC)cc3OC)C(C)C(=O)C2C)c(OC)c1 (stereo not given)	-1.1	-4	-6	-8	1.1	8	1	-10	-37	1.4
Cc1c(Cl)cccc1NC(=O)CSc1ncnc2c1cnn2CCc1ccccc1	4.5	2	0	-3	1	12	1	-7	11	0.9
c1ccc(CNc2cnccn2)cc1	0.2	-1	-6	0	1	-1	1	-5	-12	1.1

All compounds of this part, from the first entry:
SMILES	RAM inhibit	TNAP inh hiacc	Lmaj promast	FLuc inh counter	FLuc act counter	APP transl inh	TNAP act hiacc	TNAP inh no acc	bIAP inh	bIAP activator
CCN(CC)c1ccc(/C=C(\C#N)c2nc(-c3cccs3)c(NC(C)=O)s2)cc1	7.5	39	10	-6	1.1	-25	0.6	38	-27	1.3
CN(C)CCNC(=O)CCCNC(=O)Cn1cnc2sc3c(c2c1=O)CCCC3	-0.9	-1	-4	-5	1	10	1	-10	2	1
COc1cccc(NC(=O)COC(=O)C2CCN(S(=O)(=O)c3cccs3)CC2)c1	2.1	-1	15	0	1	-21	1	0	0	1
COc1ccc(C2NC(c3ccc(OC)cc3OC)C(C)C(=O)C2C)c(OC)c1 (stereo not given)	-1.1	-4	-6	-8	1.1	8	1	-10	-37	1.4
Cc1c(Cl)cccc1NC(=O)CSc1ncnc2c1cnn2CCc1ccccc1	4.5	2	0	-3	1	12	1	-7	11	0.9
c1ccc(CNc2cnccn2)cc1	0.2	-1	-6	0	1	-1	1	-5	-12	1.1
CCOC(=O)C1CCN(S(=O)(=O)c2ccc3c4c(cccc24)C(=O)N3)CC1	3.4	0	-5	-4	1	7	1	-10	2	1
CCOc1ccccc1NC(=O)CN1C(=O)CSC(C)C1=O (stereo not given)	-0.1	0	2	-4	1	4	1	-4	-6	1.1
Cc1ccccc1C(=O)N1CCc2ccccc2C1	-0.7	-3	-4	4	1	1	1	-11	5	0.9
CC(C)OCCCNC(=O)C1CC(=O)N(C2CCCCCCC2)C1 (stereo not given)	0.0	-6	-4	-7	1.1	-13	1.1	-10	4	1

3 entries from above, arranged by the value under TNAP act hiacc, largest number first:
Molecule | RAM inhibit | TNAP inh hiacc | APP transl inh | TNAP act hiacc | TNAP inh no acc | bIAP inh | bIAP activator
CC(C)OCCCNC(=O)C1CC(=O)N(C2CCCCCCC2)C1 (stereo not given) | 0.0 | -6 | -13 | 1.1 | -10 | 4 | 1
Cc1c(Cl)cccc1NC(=O)CSc1ncnc2c1cnn2CCc1ccccc1 | 4.5 | 2 | 12 | 1 | -7 | 11 | 0.9
CCN(CC)c1ccc(/C=C(\C#N)c2nc(-c3cccs3)c(NC(C)=O)s2)cc1 | 7.5 | 39 | -25 | 0.6 | 38 | -27 | 1.3

Going on with the list:
SMILES	RAM inhibit	TNAP inh hiacc	Lmaj promast	FLuc inh counter	FLuc act counter	APP transl inh	TNAP act hiacc	TNAP inh no acc	bIAP inh	bIAP activator
O=C(COC(=O)COc1cccc2ccccc12)NCC(F)(F)F	4.4	-2	-7	-3	1	-14	1	0	-6	1.1
C#CCNC(=O)C1CCN(c2ccc(S(=O)(=O)N3CCOCC3)cc2Cl)CC1	4.1	1	46	2	1	0	1	-4	-7	1.1
COc1ccc(/C=N/NC(=O)c2cccc([N+](=O)[O-])c2)cc1OS(=O)(=O)c1ccccc1	1.2	-2	28	-4	1	10	1	-8	13	0.9
Cc1nc(S(=O)(=O)c2ccc(Br)cc2)nc2c1CCC2	2.0	-2	-7	-5	1	2	1	-6	4	1
CC1(C)C(C=C(Cl)Cl)C1C(=O)N(Cc1ccccc1Cl)C1CCS(=O)(=O)C1 (stereo not given)	2.5	-5	4	-6	1.1	10	1.1	-8	-10	1.1
CCc1[nH]c(C)c(C(C)=O)c1C	0.7	-4	-8	-3	1	6	1	-6	2	1
Nc1nc2ccccc2n1/N=C/c1ccc([N+](=O)[O-])s1	0.8	9	100*	-6	1.1	24	0.9	12	-9	1.1
C=CCC(C(=O)OC)(C(=O)OC)c1ccc(C(F)(F)F)cc1[N+](=O)[O-]	0.9	-6	2	-7	1.1	-25	1.1	-2	19	0.8
CCN(CC)c1nc2n(c(=O)n1)CCO2	0.4	3	-7	3	1	-5	1	-2	3	1
Cc1ccc(SCc2cc(=O)[nH]c(N3CCN(Cc4ccccc4)CC3)n2)cc1	2.4	0	4	1	1	-20	1	-3	8	0.9
O=C(CSc1ncn[nH]1)Nc1nc(-c2ccccc2)cs1	2.3	-8	93*	1	1	15	1.1	84*	-57	1.6
Cc1cccc2sc(NC(=O)CSc3nc4ccccc4o3)nc12	3.7	1	-9	1	1	/	1	-5	15	0.8
CN(C)S(=O)(=O)c1cccc(NC(=O)COC(=O)CCC(=O)c2cccs2)c1	0.8	2	-5	4	1	0	1	-5	14	0.9
COc1ccc(CCNC(=O)C2CCCN2C(=O)NC2CCCCC2)cc1OC (stereo not given)	1.4	-1	-4	-3	1	-9	1	-4	-6	1.1
Cc1ccc(CN2CCN(CCCn3cccn3)CC2CCO)cc1 (stereo not given)	1.6	-6	10	-7	1.1	8	1.1	-8	-11	1.1
CCOc1ccccc1NC(=O)C(C)CC (stereo not given)	1.6	-2	-7	0	1	3	1	-9	-12	1.1
Cc1ccc(-c2nn(C(C)(C)C)c3ncnc(N)c23)cc1	-0.9	-4	4	-8	1.1	19	1	7	7	0.9
CCOC(=O)c1cnn(CCOC(=O)C(C)(C)C)c1NC(=O)C(C)(C)C	0.5	-4	-3	-8	1.1	5	1	-10	8	0.9
S=C(NCc1ccc2c(c1)OCO2)NC1CC1	0.1	-5	0	-4	1	-2	1.1	-5	5	1
CN1CCN(C(=O)/C=C\c2ccc(Cl)cc2)CC1	-0.3	-2	-1	-7	1.1	7	1	-2	9	0.9
Cc1cc(Nc2ccc3c(c2)OCCO3)n2ncnc2n1	0.1	-5	0	-3	1	-2	1	-19	11	0.9
CC(C)OC(=O)Cn1nnc2c(cnn2-c2ccccc2)c1=O	-0.4	-1	-7	1	1	-22	1	-5	13	0.9
COc1ccccc1C(=O)Nc1cccc(NC(C)=O)c1	0.9	-4	-7	-4	1	-2	1	-7	6	0.9
Cc1c(C(=O)Nc2ccccc2C(=O)N2CCOCC2)cccc1[N+](=O)[O-]	1.2	-6	1	-2	1	10	1.1	-5	1	1
OC12CCCCC1C(c1ccc3c(c1)OCO3)N(Cc1ccc(F)cc1)CC2 (stereo not given)	0.4	-3	42	-4	1	5	1	-8	-7	1.1
CCOC(=O)c1ccc(N2C(=O)CC(N(C)Cc3ccccc3)C2=O)cc1 (stereo not given)	0.7	-5	-3	-6	1.1	-8	1.1	-15	12	0.9
CCCC/C(C)=N/NC(=O)c1cn(-c2ccccc2)nc1-c1ccccc1	1.1	3	1	9	0.9	6	1	-1	3	1
COC1CCCN(C(=O)c2ccc(OC3CCN(CCc4ccccc4)CC3)cc2)C1 (stereo not given)	1.1	-5	24	-11	1.1	16	1.1	-2	-8	1.1
O=C(COC(=O)Cc1ccsc1)Nc1ccccc1	-0.4	-2	-8	-3	1	19	1	-10	4	1
CC(NS(=O)(=O)c1ccc(Br)cc1)C(=O)NCCc1ccccc1 (stereo not given)	1.4	-6	-3	-6	1.1	-13	1.1	-16	13	0.9
Clc1ccc(CSc2nnc(Cn3cnc4ccccc43)o2)cc1	0.7	-10	-1	-4	1	-5	1.1	-2	7	0.9
CN(C)S(=O)(=O)c1ccc(NC(=O)c2cc3ccccc3o2)cc1	1.2	-8	22	-2	1	-34	1.1	4	24	0.8
CCN1C(=O)c2ccccc2S(=O)(=O)c2ccc(C(=O)NCc3cccnc3)cc21	-0.6	2	-6	-5	1	-27	1	-8	5	0.9
O=C(c1ccco1)N1CCn2cccc2C1c1ccccc1 (stereo not given)	7.2	-3	-1	-5	1.1	-13	1	-7	-15	1.1
O=C1NC(=O)/C(=C/c2ccc(O)cc2)S1	-0.4	-1	-3	27	0.7	-17	1	-11	18	0.8
NS(=O)(=O)c1ccc(NC(=O)CSc2nnc(Cc3cccs3)n2-c2ccccc2)cc1	1.6	2	-11	-4	1	-22	1	-6	2	1
O=C(c1cnn(C(=O)COc2ccc(Cl)cc2)c1)c1ccccc1O	0.4	-4	-10	12	0.9	-10	1	21	3	1
Cc1ccc(/C=C2\C(=O)Nc3ccccc32)o1	1.3	6	99*	13	0.9	5	0.9	-84	-10	1.1
CCCc1[nH]n(-c2ccc([N+](=O)[O-])cc2)c(=O)c1C=NCCc1c[nH]c2ccccc12	1.7	2	-5	2	1	4	1	-2	4	1
O=C(Nc1ccc(Cl)cc1)N[C@@H]1c2c(ccc3ccccc23)OC[C@@H]1CO	3.6	-5	3	-4	1	/	1.1	-11	-11	1.1
CCC(C)C(NC(=O)c1ccccc1NC(=O)c1ccc(OC)cc1)C(=O)NCc1ccco1 (stereo not given)	3.2	-11	6	-2	1	12	1.1	-187	-48	1.5
CCNC(=S)Nc1ccc(Cc2ccncc2)cc1	2.3	-4	-1	-2	1	13	1	-6	10	0.9
COc1ccc(/C=C/C(=O)Nc2cc(=O)n(C)c(=O)n2C)cc1	-0.8	9	-6	43	0.6	-14	0.9	4	-12	1.1
